# Screening results from PubChem.
# aGal spleen mod: inhibits or activates alpha-galactosidase in human spleen homogenate | P06280 | 240,000 tested, 0.008% active | Potency, µM (titrated, usually from 80 µM), for inactives: at the highest dose activity change, negative = inhibition, usual class: inhibitors | human spleen homogenate, 4MU-alpha-Gal fluorescence, 40 min;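 note: 0% = enzyme with vehicle and -100% = no enzyme basal signal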
# Target sequence (P06280 32-429 limits assumed): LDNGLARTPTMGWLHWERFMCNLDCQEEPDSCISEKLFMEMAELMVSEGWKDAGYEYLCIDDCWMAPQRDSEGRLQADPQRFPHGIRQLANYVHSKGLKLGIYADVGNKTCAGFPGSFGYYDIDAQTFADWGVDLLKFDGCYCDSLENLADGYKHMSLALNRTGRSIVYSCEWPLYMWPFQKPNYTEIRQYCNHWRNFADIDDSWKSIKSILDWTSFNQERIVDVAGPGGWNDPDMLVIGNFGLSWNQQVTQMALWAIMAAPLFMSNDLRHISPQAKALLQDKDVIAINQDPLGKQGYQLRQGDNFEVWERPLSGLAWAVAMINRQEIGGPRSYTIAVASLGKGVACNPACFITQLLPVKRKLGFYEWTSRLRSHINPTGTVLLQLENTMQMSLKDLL
#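 qHTS titration in buffer at pH 5.0. Alpha-galactosidase activity in spleen homogenate was measured via 4-methylumbelliferone release from 1 mM fluorogenic substrate after 40 min at 37C and a pH 10 stop. AC50 came from Hill fits of control-normalized data.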
# ALDH1A1 block: blocks purified human ALDH1A1 activity. P00352. Purified ALDH1A1, NADH fluorescence, propionaldehyde substrate. Potency, µM (doses to about 75.3 µM), inactives show top-dose activity, negative = inhibition, hits mostly inhibitors. 220,000 tested, 7.3% active. AID 1030; active = well fitted inhibition curve with a large enough effect, not every such curve was filed as active; inconclusive = small, poorly fitted or top-dose-only effect, or another doubt; inactive = no such curve, though single readings can be large or run the other way;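 note: plate controls were no enzyme wells and a reference inhibitor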
# NPSR antag: neuropeptide S receptor (human) antagonism, cAMP | Q6W5P4 | CHO-NPSR cells, cAMP TR-FRET, antagonist mode | Potency, µM (titrated, usually from 38.3 µM), inactives show at the highest dose activity change, negative = inhibition, hits mostly inhibitors | 220,000 tested, 1% active | AID 1461; note: % is set by controls: 0 for no effect and ±100 for the full control effect; nearly all actives have a fitted effect of over 50% in size; many of its hits are not listed in these tables
# Target sequence (Q6W5P4 whole entry, looked up): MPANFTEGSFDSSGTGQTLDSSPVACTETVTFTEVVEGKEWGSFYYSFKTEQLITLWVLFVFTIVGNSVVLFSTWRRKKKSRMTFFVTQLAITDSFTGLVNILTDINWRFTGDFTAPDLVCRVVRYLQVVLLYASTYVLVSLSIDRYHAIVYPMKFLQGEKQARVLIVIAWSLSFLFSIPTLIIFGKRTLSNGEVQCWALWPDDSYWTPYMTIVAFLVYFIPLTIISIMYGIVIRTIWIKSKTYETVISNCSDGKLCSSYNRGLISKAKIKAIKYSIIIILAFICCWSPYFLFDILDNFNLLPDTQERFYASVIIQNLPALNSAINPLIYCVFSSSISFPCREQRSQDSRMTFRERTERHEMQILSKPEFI
# GAA inhib: blocks human lysosomal alpha-glucosidase. 200,000 tested, 0.005% active. P10253. purified human GAA, 4-MU-alpha-glucoside fluorescence. AID 1466. Potency, µM (doses to about 76.9 µM), for inactives: at the highest dose activity change, negative = inhibition, usual class: inhibitors;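 note: plate controls were uninhibited enzyme wells for no effect and no-enzyme background for full effect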
#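 qHTS format, compound range up to 77 uM. Human lysosomal enzyme at 4 nM, 400 uM 4-MU glucoside substrate, pH 5.0, 20 min room temperature; fluorescence after alkaline stop gives activity normalized to controls.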
# Epigenetic derep: epigenetic control regulation, reporter derepression; Potency, µM (highest dose often 53.9 µM), inactives show at the highest dose GFP activation, most hits filed as activators; 280,000 tested, 0.2% active; murine LDR cells, GFP reporter derepression, 30 h; note: % of control where 0% means no effect; nearly all actives have a fitted effect of over 60% in size
#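 Murine LDR cells carrying a silenced, genomically integrated CMV-driven GFP reporter were exposed to compound for 30 hours at 37 C. After PBS washes, GFP-positive cells (20–120 um objects) were counted by laser-scanning microplate cytometry.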
# Tau fluor counter: counter-screen for tau fibril formation inhibitors; 280,000 tested, 0.93% active; Potency, µM (highest dose often 57.7 µM), inactives show at the highest dose activity change, negative = decrease; tau K18 P301L (four-repeat tau fragment) Alexa594 fluorescence, heparin fibrillization; note: % is set by controls: 0 for no effect and ±100 for the full control effect; nearly all actives have a fitted effect of over 55% in size
#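 Human K18 P301L tau (15 uM unlabeled plus 0.24 uM Alexa 594-labeled, final) in 100 mM sodium acetate pH 7 was mixed with compound and 20 uM heparin and incubated 6 hr at 37 C.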
# GAA glycogen mod: GAA glycogen-cleavage inhibition or activation | P10253 | recombinant GAA, glycogen substrate, Amplex Red glucose oxidase fluorescence | Potency, µM (doses to about 76.4 µM), inactives show at the top dose activity change, negative = inhibition, usual class: inhibitors | 300,000 tested, 0.38% active;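 note: 0% = full enzyme reaction and -100% = no-enzyme basal signal; the screen sought inhibitors and activators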
#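 Recombinant enzyme (4 nM final) with compounds titrated up to 77 uM and bovine liver glycogen (30 ug) in citrate pH 5.0, 0.01% Tween-20, 37 C 40 min. Released glucose detected by Amplex Red/glucose oxidase (Ex 573/Em 610); AC50 from Hill fits.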
# GAA spleen mod: lysosomal alpha-glucosidase (human) modulation. P10253. human spleen homogenate, 4-MU-alpha-glucoside fluorescence. Potency, µM (highest dose often 79.9 µM), without a hit: at the top dose activity change, negative = inhibition, hits mostly inhibitors. 240,000 tested, 0.006% active;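 note: 0% = enzyme with vehicle and -100% = no enzyme basal signal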
#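 Human spleen homogenate (1 ug) with 4-methylumbelliferyl-alpha-D-glucopyranoside (1 mM final) in 50 mM citrate/phosphate pH 5.0, 0.01% Tween-20; 40 min at 37 C. Stopped at pH 10; 4-MU fluorescence Ex 365/Em 440 nm; AC50 by Hill fit.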
# An asterisk follows results filed as active; ? = inconclusive; nt = not tested or not shown; [ ] = another dose, or the depositor's remark. Unless noted, calls come from the whole dose curve; as a rule, active = well fitted curve in the direction sought with a large enough effect; inconclusive = small, poorly fitted or top-dose-only effect, or another doubt; inactive = no such curve, though single readings can be large; an effect the other way counts as inactive or inconclusive. Potency is the fitted concentration of half-maximal effect.
entry | molecule | aGal spleen mod | ALDH1A1 block | NPSR antag | GAA inhib | Epigenetic derep | Tau fluor counter | GAA glycogen mod | GAA spleen mod
1 | CCC(=O)N1CCc2cc(OC)c(OC)cc2C1COc1ccc(C(=O)OC)cc1 (stereo unspecified) | 0% | 4% | 4%[46.1 µM] | -9% | 0.0% | 2% | 5% | -1%
2 | O=C(O)C1=C[C@H](c2coc3ccccc3c2=O)C[C@H](OCCCCO)O1 | 3% | 5% | -34% | nt | 4.5% | 1% | 4% | 4%
3 | O=C(CN1CCc2ccccc21)NC(=O)NC1CCCCC1 | 0% | nt | -6% | nt | 0.0% | -10% | -10% | 6%
4 | Cc1ccc(S(=O)(=O)N(C)c2ccc(NS(C)(=O)=O)cc2)cc1 | -1% | 6% | -48%[46.1 µM] | -8% | -1.1% | -7% | 1% | -3%
5 | CC1CN(C2CCCCC2)c2nc3c(c(=O)[nH]c(=O)n3C)n2C1 (stereo unspecified) | 5% | -8% | -17%[46.1 µM] | 1% | -3.2% | 7% | 6% | 1%
6 | O=C(NCC(=O)N1CCC(N2CCCCC2)CC1)C1CCCCC1 | 15% | -2% | -13%[46.1 µM] | 5% | 1.1% | 2% | -8% | 7%
7 | O=C(CC1c2ccccc2Oc2ccccc21)Nc1ccccc1F | 4% | 11% | 7% | 4% | 1.0% | -5% | -1% | -2%
8 | O=C(COC(=O)c1nc(Cl)ccc1Cl)c1ccc(Cl)s1 | 5% | ? | -1%[46.1 µM] | -1% | 1.1% | -11% | -6% | -3%
9 | COc1ccc(C(=O)OCC(=O)NCc2ccco2)cc1OC | 0% | 1% | 4%[46.1 µM] | -11% | 0.0% | 2% | 0% | -3%
10 | OCc1cn(-c2ccccc2)nc1-c1cccnc1 | -5% | 6% | 11%[46.1 µM] | ? | 0.0% | 7% | 7% | 0%
11 | COc1ccccc1NC(=O)Cn1nnc(C(=O)Nc2ccccc2)c1N | -4% | -1% | -23%[46.1 µM] | 5% | 0.9% | -12% | 0% | -4%
12 | O=C1Nc2ccccc2S/C1=C/NCc1ccccc1Cl | -1% | 4.5µM* | -6% | 4% | -0.2% | ? | ? | 1%
13 | O=C(NC12CC3CC(CC(C3)C1)C2)C1CC(=O)N(c2ccc(Br)cc2)C1 (stereo unspecified) | -8% | 4% | -10%[46.1 µM] | 0% | -2.7% | -17% | -4% | -8%
14 | COc1ccc(Nc2nc(C)cc(C)c2C(N)=O)c(OC)c1 | 15% | -7% | -1%[46.1 µM] | -6% | 1.2% | -19% | ? | -1%
15 | Cc1ccc(C(=O)/C=C/Nc2cccc([N+](=O)[O-])c2)o1 | 3% | -9% | -9% | 0% | -3.2% | ? | 2% | -6%
16 | O=C(COC(=O)Cc1ccc(S(=O)(=O)N2CCOCC2)s1)NCc1ccc(Cl)cc1 | 5% | ? | -7%[46.1 µM] | -7% | 0.2% | -18% | 2% | 4%
17 | N#C/C(=C\c1c(Cl)cccc1Cl)c1nc2ccccc2o1 | 7% | ? | -8%[46.1 µM] | 2% | 0.0% | -24% | -7% | 2%
18 | CCc1nc(C#N)c(N2CCOCC2)o1 | 4% | 8% | 18% | -3% | -3.2% | -2% | 8% | 3%
19 | Cc1cc(O)ccc1NC1=CC(=O)CC(C)(C)C1 | -1% | -4% | -1% | 0% | 0.1% | -5% | 1% | -10%
20 | Cc1cc(C(=O)COC(=O)CC2Sc3ccccc3NC2=O)c(C)n1-c1ccc(Br)cc1 (stereo unspecified) | -3% | 12µM* | -10% | -4% | -2.9% | 13% | 1% | -5%
21 | CN(C)Cc1ccccc1Sc1cccc2ccccc12 | -2% | ? | -23% | -15% | 0.0% | 4% | -1% | -1%
22 | COC(=O)c1cccc([N+](=O)[O-])c1CS(=O)(=O)c1ccc(C)cc1 | -6% | -5% | 0% | 0% | -1.8% | 0% | 9% | -3%
23 | CC1(C)Cc2nc3oc4c(NCCCN5CCOCC5)ncnc4c3cc2CO1 | -4% | ? | -12% | 5% | -3.5% | 5% | 6% | -9%
24 | CC1=C(C(=O)OCc2ccccc2)C(/C=C/c2ccccc2)N2C(=O)CCSC2=N1 (stereo unspecified) | 2% | ? | -36% | 1% | 1.1% | -17% | 0% | -11%
25 | CCc1nnc(NC(=O)CSc2nc3ccc(OC)cc3[nH]2)s1 | 8% | 10% | 7% | 4% | -5.4% | -11% | 1% | 4%
26 | O=C(c1cccs1)N1CCCc2ccccc21 | 3% | -9% | 1%[46.1 µM] | 4% | -1.0% | 2% | 5% | 3%
27 | C[N+]1(C)CC2=Cc3ccccc3CC2C1 (stereo unspecified) | -7% | 0% | -15% | -6% | 2.5% | -6% | -5% | 7%
28 | COc1ccc(NCc2nnc(SCC(=O)c3ccc(C)cc3)o2)cc1 | 1% | 28µM* | -11%[46.1 µM] | -1% | 0.8% | -25% | -14% | 3%
29 | Cc1nc(Oc2ccc(Cl)cc2)c2oc3ccccc3c2n1 | -1% | 23% | -25%[46.1 µM] | 0% | -2.3% | -2% | 2% | -17%
30 | O=C(O)CCC(=O)Nc1ccc(-c2nnc(-c3ccco3)o2)cc1 | 20% | ? | -6%[46.1 µM] | 3%[15.4 µM] | 0.8% | 0% | -3% | -2%
31 | COc1ccc(S(=O)(=O)N(Cc2ccccc2)c2ccccc2C(=O)Nc2ccccc2C(=O)NCc2ccco2)cc1 | -4% | ? | -23% | -3% | -1.1% | -23% | 8% | -1%
32 | Cc1cc(NC(=O)CN(C)CCOc2ccccc2)ccc1Br | -2% | ? | -12% | -12% | -1.4% | -20% | -3% | -1%
33 | O=C(c1ccco1)N1CCN(C2CC(=O)N(c3ccccc3)C2=O)CC1 (stereo unspecified) | 2% | 20µM* | -12%[46.1 µM] | 0% | 0.0% | -9% | 5% | -1%
34 | OC(COc1ccc2c(c1)OCO2)CN1CCCC1 (stereo unspecified) | -1% | 8% | 17% | 0% | -6.3% | 1% | 1% | 3%
35 | COCCN(C(=O)CCC(=O)Nc1ccccn1)C(C(=O)NCCC(C)C)c1ccc(OC)cc1 (stereo unspecified) | -14% | -5% | 3%[46.1 µM] | -2% | -2.4% | -8% | 3% | -3%
36 | COc1ccc(-n2c(Cc3cccn3C)nnc2SCC(=O)Nc2cccc(OC)c2)cc1 | 3% | ? | -4% | 4% | 0.0% | -17% | 5% | -6%
37 | OC(C#CCN1CCCC1)c1ccccc1 (stereo unspecified) | -2% | ? | -1%[46.1 µM] | -3% | -2.4% | -8% | -8% | -6%
38 | Cn1nc(OC(=O)Nc2ccc(F)cc2)cc1C(F)(F)F | -6% | 13% | 1%[46.1 µM] | -2% | -0.7% | -13% | 6% | -4%
39 | COc1ccc(N2CCN(C(=O)CCSCc3ccccc3F)CC2)cc1 | 9% | -6% | 10% | 0% | 4.7% | -29% | -6% | 1%
40 | O=C(NC1CCCCCC1)c1cccs1 | 4% | ? | -9%[46.1 µM] | 0% | 2.5% | -9% | -19% | -15%
41 | CCOC(=O)C(NC(C)=O)C(=O)O (stereo unspecified) | 4% | -1% | 5%[46.1 µM] | 3% | -1.9% | 2% | 4% | -5%
42 | C/C(=N\NC(=O)c1nc(C)cc(C)n1)c1ccccc1 | -2% | 1% | 1%[46.1 µM] | 1% | -1.0% | -4% | -17% | -6%
43 | COCCCn1cc(C(=O)c2cc(Br)ccc2O)cc(C#N)c1=O | 2% | ? | -38% | 4% | 1.1% | -12% | -2% | -1%
44 | N#Cc1cccc(CS(=O)(=O)c2nnnn2-c2cc(C(F)(F)F)cc(C(F)(F)F)c2)c1 | 5% | 4% | nt | nt | 4.5% | 0% | nt | 2%
45 | Cc1ccc(OC(C)C(=O)Nc2ccc(S(=O)(=O)Nc3cc(C)on3)cc2)cc1 (stereo unspecified) | 2% | -2% | -3%[46.1 µM] | 2% | -0.8% | -1% | 8% | 4%
46 | CCOC(=O)C1=C(O)C(=O)N(Cc2cccnc2)C1c1ccc(C)cc1 (stereo unspecified) | -3% | ? | -11% | ? | 1.2% | 12% | -20% | -4%
47 | N#CC1=C(N)SC(N)=C(C#N)C1CCc1ccccc1 | 7% | ? | 1%[46.1 µM] | -2% | 0.0% | -20% | -12% | -4%
48 | CCOC(=O)c1c(N2C(=O)C3C4C=CC(C4)C3C2=O)sc2c1CCC(C)C2 (stereo unspecified) | -3% | ? | -28% | -7% | -1.0% | -14% | 4% | -3%
49 | OCCC1CN(Cc2nc(-c3ccccc3)cs2)CCN1C1CCCC1 (stereo unspecified) | 6% | 6% | -2% | -7% | 0.0% | 3% | -3% | 7%
50 | O=c1c2ccccc2ncn1CCCOc1ccccc1[N+](=O)[O-] | 6% | 9% | -21%[46.1 µM] | 6% | -2.3% | -7% | 6% | 6%
51 | CC(=O)Nc1ccc(C(=O)Nc2ccc(S(=O)(=O)N3CCCC3)cc2)cc1 | -3% | ? | -8%[46.1 µM] | ? | -7.2% | -13% | 0% | 9%
52 | COc1ccc(NC(=O)CC2COc3ccccc3O2)c(OC)c1 (stereo unspecified) | -9% | -15% | -17%[46.1 µM] | ? | -1.7% | -15% | 6% | -3%
53 | CC1CCCN(C(c2ccccc2)c2sc3ncnn3c2O)C1 (stereo unspecified) | -4% | -1% | 2% | nt | -0.1% | 2% | 14% | -16%
54 | O=C(CCCOc1ccc(Cl)cc1Cl)NNC(=O)c1ccc(NC(=O)c2ccccc2)cc1 | -1% | 2% | -2% | -4% | -1.9% | -3% | 2% | -3%
55 | O=C(CSCCO)N1CCc2ccccc21 | 0% | ? | -6%[46.1 µM] | -7% | -1.1% | -1% | -17% | -11%
56 | COc1cccc(C(=O)CSc2nnc(CNS(C)(=O)=O)n2-c2ccc(C)cc2)c1 | 3% | ? | -6%[46.1 µM] | -3% | -0.7% | -4% | 0% | -18%

# Not all compounds are listed; rates above refer to the full screens.
